Screening results: PubChem BioAssay, SRMLSC
MRP reversal – compounds reversing MRP-mediated drug resistance; actives 0.04% (n = 85,000); differential viability (reversal), % at 10 µM; H69AR cells + 2 uM doxorubicin, CellTiter-Glo, 72 h;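 active means viability drop by adding the cancer drug above about 55%, with treated viability meeting a 40% cutoff, limit read from the data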;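 further: viability without doxorubicin minus viability with 2 µM doxorubicin for each compound; larger differential means the compound sensitizes cells more to doxorubicin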
MRP reversal cytotoxicity – further read-out of MRP reversal, marked with its call; viability, %; H69AR cells, CellTiter-Glo, 72 h; measured here: cytotoxicity without doxorubicin
MRP reversal with doxorubicin – also measured in MRP reversal; calls as there; viability, %; measured here: viability with 2 uM doxorubicin; hits give low values
* marks the source's active call; other numbers are inactive results. A portion of the library, so the mix of outcomes need not match the whole.

SMILES | MRP reversal | MRP reversal cytotoxicity | MRP reversal with doxorubicin
CCCOc1ccc2nc(NC(=O)OC)[nH]c2c1 | -16.5 | 30.8 | 47.3
CCN(CCCCOC(=O)c1ccc(OC)c(OC)c1)C(C)Cc1ccc(OC)cc1 (centres undefined) | -18.2 | 55.8 | 73.9
